# U2OS ROS induce: inducers of reactive oxygen species in cancer cells | U2OS ROS induction, H2DCF-DA fluorescence | ROS induction (% of piperlongumine), % at 10 µM | 46,000 compounds, 2% hits | AID 624156; in the data active = ROS induction above about 79%, passing the limit was not always enough; inconclusive = no clear call, values can overlap the other calls;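 also: 0% = DMSO vehicle median and 100% = reference compound median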
# Active calls of the source: *; ? = inconclusive.
# Preview, 15 compounds:
SMILES,U2OS ROS induce
CCOC(=O)c1[nH]c2ccc(OCC)cc2c1CCCN1C(=O)c2ccccc2C1=O,51
Cc1cc(C)c(NC(=O)CSc2nncc3ccccc23)c([N+](=O)[O-])c1,-12
Cc1ccc2c(CC(=O)NCc3ccco3)coc2c1C,4
COc1ccc(CN(C)C[C@H]2OCCCC[C@@H](C)Oc3ccc(NS(=O)(=O)c4cn(C)cn4)cc3C(=O)N([C@H](C)CO)C[C@@H]2C)cc1,-13
COc1ccc(S(=O)(=O)Nc2cccc3c2O[C@H](CN(C)C(=O)Nc2cccc4ccccc24)[C@@H](C)CN([C@@H](C)CO)C3=O)cc1,-5
C[C@H](CO)N1C[C@H](C)[C@@H](CN(C)Cc2ccccc2)Oc2c(NC(=O)Nc3ccc(C(F)(F)F)cc3)cccc2C1=O,24
COC(=O)c1ccccc1NC(=O)CNC(=O)c1cccs1,0
Cc1nc(C(=O)Nc2ccc(Cl)cc2)sc1C(=O)Nc1ccc(Cl)cc1,-5
C[C@@H]1CN([C@H](C)CO)C(=O)Cc2cc(NC(=O)NC3CCCCC3)ccc2O[C@H]1CN(C)Cc1ccc(C(=O)Nc2ccccc2N)cc1,0
Cc1ccc(S(=O)(=O)Nc2ccc3c(c2)C(=O)N([C@@H](C)CO)C[C@@H](C)[C@@H](CN(C)CC2CC2)O3)cc1,-1
O=C(Nc1cccc(C(F)(F)F)c1)c1ccco1,-3
Cc1cc(C)n(-c2ncnc3sc4c(c23)CC(C)CC4)n1 (stereo unspecified),4
O=C(O)CCCC(=O)c1ccccc1,4
O=C(NCc1ccccc1)c1cc2c(s1)CS(=O)(=O)C2,-4
C[C@@H]1CCCCO[C@@H](CN(C)CC2CC2)[C@@H](C)CN([C@H](C)CO)C(=O)c2cc(NC(=O)CCCN(C)C)ccc2O1,12

# The whole of this part, from the first entry:
SMILES,U2OS ROS induce
CCOC(=O)c1[nH]c2ccc(OCC)cc2c1CCCN1C(=O)c2ccccc2C1=O,51
Cc1cc(C)c(NC(=O)CSc2nncc3ccccc23)c([N+](=O)[O-])c1,-12
Cc1ccc2c(CC(=O)NCc3ccco3)coc2c1C,4
COc1ccc(CN(C)C[C@H]2OCCCC[C@@H](C)Oc3ccc(NS(=O)(=O)c4cn(C)cn4)cc3C(=O)N([C@H](C)CO)C[C@@H]2C)cc1,-13
COc1ccc(S(=O)(=O)Nc2cccc3c2O[C@H](CN(C)C(=O)Nc2cccc4ccccc24)[C@@H](C)CN([C@@H](C)CO)C3=O)cc1,-5
C[C@H](CO)N1C[C@H](C)[C@@H](CN(C)Cc2ccccc2)Oc2c(NC(=O)Nc3ccc(C(F)(F)F)cc3)cccc2C1=O,24
COC(=O)c1ccccc1NC(=O)CNC(=O)c1cccs1,0
Cc1nc(C(=O)Nc2ccc(Cl)cc2)sc1C(=O)Nc1ccc(Cl)cc1,-5
C[C@@H]1CN([C@H](C)CO)C(=O)Cc2cc(NC(=O)NC3CCCCC3)ccc2O[C@H]1CN(C)Cc1ccc(C(=O)Nc2ccccc2N)cc1,0
Cc1ccc(S(=O)(=O)Nc2ccc3c(c2)C(=O)N([C@@H](C)CO)C[C@@H](C)[C@@H](CN(C)CC2CC2)O3)cc1,-1
O=C(Nc1cccc(C(F)(F)F)c1)c1ccco1,-3
Cc1cc(C)n(-c2ncnc3sc4c(c23)CC(C)CC4)n1 (stereo unspecified),4
O=C(O)CCCC(=O)c1ccccc1,4
O=C(NCc1ccccc1)c1cc2c(s1)CS(=O)(=O)C2,-4
C[C@@H]1CCCCO[C@@H](CN(C)CC2CC2)[C@@H](C)CN([C@H](C)CO)C(=O)c2cc(NC(=O)CCCN(C)C)ccc2O1,12
Cc1noc(C)c1NC(=O)N(C)C[C@@H]1Oc2c(NS(=O)(=O)c3cccs3)cccc2C(=O)N([C@H](C)CO)C[C@H]1C,-10
C[C@@H]1CN([C@H](C)CO)C(=O)Cc2cc(NS(=O)(=O)c3ccccc3)ccc2O[C@H]1CN(C)S(C)(=O)=O,-11
C[C@@H]1CN([C@@H](C)CO)C(=O)c2cccc(NS(=O)(=O)c3ccccc3)c2O[C@H]1CN(C)C,-7
COc1ccc(Nc2nc(N)nc(CSc3nccn3C)n2)cc1,-16
C[C@H](CO)N1C[C@H](C)[C@@H](CN(C)Cc2ccc3c(c2)OCO3)Oc2c(NC(=O)CCCCCC(=O)Nc3ccccc3N)cccc2C1=O,39
CC(C)NC(=O)Nc1cccc2c1O[C@H](CN(C)S(=O)(=O)c1cn(C)cn1)[C@H](C)CN([C@H](C)CO)C2=O,-19
CC(C)NC(=O)N(C)C[C@H]1Oc2ccc(NC(=O)Cc3cn(C)c4ccccc34)cc2C(=O)N([C@H](C)CO)C[C@@H]1C,-8
O=C(NCc1ccco1)C1CCC(N2C(=O)C3C4CCC(C4)C3C2=O)CC1 (stereo unspecified),1
ON=C(Cc1ccccc1)Cc1ccccc1,-2
COC(=O)CCCCCCC(=O)N/N=C/c1ccc(-c2cccc(Cl)c2)o1,28
C[C@@H]1CN([C@@H](C)CO)C(=O)Cc2cc(NS(C)(=O)=O)ccc2O[C@@H]1CN(C)S(=O)(=O)c1ccc(Cl)cc1,22
Cc1sc(/N=C/c2ccccc2O)c(C#N)c1C,11
CCN1C(=C(C#N)C#N)C=Cc2ccccc21,9
Cn1c(SCC(=O)Nc2cccc(O)c2)nnc1-c1ccco1,-3
COc1ccc(NC(=O)N(C)C[C@H]2Oc3c(NS(=O)(=O)c4cccs4)cccc3C(=O)N([C@H](C)CO)C[C@H]2C)cc1,-7
Cc1c(Cl)c(C(F)(F)F)nn1CCCNC(=O)Nc1cccc([N+](=O)[O-])c1,-5
C[C@@H]1CN([C@@H](C)CO)C(=O)Cc2cc(N(C)C)ccc2O[C@@H]1CN(C)S(=O)(=O)c1ccc(Cl)cc1,0
Cc1cc(C(=O)Nc2cccc3c2O[C@@H](CN(C)C(=O)Nc2ccccc2)[C@@H](C)CN([C@H](C)CO)C3=O)n(C)n1,2
C[C@H](CO)N1C[C@H](C)[C@H](CN(C)Cc2ccccc2)Oc2ncc(-c3cccc(F)c3)cc2C1=O,14
Cc1cc(C(F)(F)F)c2c(n1)sc1c(=O)[nH]c(C)nc12,95*
O=C(Nc1cccc(Cl)c1)OC1CCCCc2cccnc21 (stereo unspecified),6
C[C@H]1CN([C@@H](C)CO)C(=O)c2cc(NS(C)(=O)=O)ccc2O[C@@H]1CN(C)S(C)(=O)=O,-19
CC(C)N(Cc1ccccc1)C(=O)COc1ccccc1,-5
CCC(C(=O)Nc1ccccc1F)n1c(SCc2ccc(F)cc2)nc2ccncc21 (stereo unspecified),17
COc1ccc(S(=O)(=O)N(C)C[C@@H]2Oc3ccc(NC(=O)Cn4cnnn4)cc3CC(=O)N([C@@H](C)CO)C[C@@H]2C)cc1,1
COCc1cc(=O)n2[nH]c(Nc3cc(Cl)ccc3C)nc2n1,-2
COc1cc(-c2c(C)cc(O)cc2O[C@@H]2O[C@H](CO)[C@@H](O)[C@H](O)[C@H]2O)oc(=O)c1,-4
O=C(CCCN1CCC(O)(c2ccc(Br)cc2)CC1)c1ccc(F)cc1,?
COc1ccc2ccc(=O)oc2c1CC=C(C)C,-5
C[C@H]1CN([C@@H](C)CO)C(=O)c2cccc(NS(=O)(=O)c3ccccc3)c2O[C@@H]1CN(C)Cc1ccc(C(=O)Nc2ccccc2N)cc1,36

# Quoted at random: 2 entries already listed, in no set order.
SMILES,U2OS ROS induce
COc1cc(-c2c(C)cc(O)cc2O[C@@H]2O[C@H](CO)[C@@H](O)[C@H](O)[C@H]2O)oc(=O)c1,-4
O=C(Nc1cccc(Cl)c1)OC1CCCCc2cccnc21 (stereo unspecified),6

# Next results follow.
SMILES,U2OS ROS induce
CC(c1ccco1)N(C(=O)c1sc2ccccc2c1Cl)c1ccccn1 (stereo unspecified),12
C[C@@H]1CN([C@H](C)CO)C(=O)Cc2cc(NC(=O)Cc3cn(C)c4ccccc34)ccc2O[C@H]1CN(C)C(=O)Nc1ccc(F)cc1,-1
Nc1ccc(C(=O)CC(=O)Nc2ccc(Cl)cc2)cc1,38
COC(=O)c1ccccc1NC(=O)COc1ccc(I)cc1,9
CC1CCC(C(C)C)C(NC(=O)c2cccc3ccccc23)C1 (stereo unspecified),14
Cc1ccc(NC(=O)CC(NCCN2CCOCC2)C(=O)O)cc1Cl (stereo unspecified),-1
Cc1cc(=O)[nH]c(SCCCOc2cccc(Br)c2)n1,11
COc1ccc(CCNC(=O)c2cc(-c3cccnc3)nc3c(Cl)cccc23)cc1OC,11
COc1ccc(NC(=O)Nc2ccc3c(c2)C(=O)N([C@@H](C)CO)C[C@@H](C)[C@H](CN(C)C(=O)Nc2ccc(C(F)(F)F)cc2)O3)cc1,9
COc1ccc(NC(=O)N(C)C[C@@H]2Oc3c(cccc3N(C)C)C(=O)N([C@@H](C)CO)C[C@@H]2C)cc1,-7
Cc1ccc(N(CC(=O)O)S(C)(=O)=O)cc1C,-5
C[C@@H]1CN([C@H](C)CO)C(=O)c2cccc(NS(=O)(=O)c3ccccc3)c2O[C@H]1CN(C)S(=O)(=O)c1ccccc1,4
C[C@@H]1CN([C@@H](C)CO)C(=O)c2cccc(N(C)C)c2O[C@H]1CN(C)S(=O)(=O)c1ccc(Cl)cc1,-3
Fc1ccc(C=Nc2ccc3ccccc3c2)cc1,17
COc1ccc(NC(=O)Nc2ccc3c(c2)C(=O)N([C@H](C)CO)C[C@H](C)[C@@H](CN(C)C(=O)Nc2ccc4c(c2)OCO4)O3)cc1,-3
C[C@H]1CN([C@@H](C)CO)C(=O)CCCn2nncc2CO[C@H]1CN(C)C(=O)OCc1ccccc1,1
C[C@@H]1CN([C@H](C)CO)C(=O)c2cc(NC(=O)CCN3CCOCC3)ccc2O[C@H]1CN(C)Cc1ccc2c(c1)OCO2,-8
N=C1/C(=C/c2cccs2)C(=O)N=C2SC=C(c3ccccc3)N12,5
Cc1ccccc1NC(=O)c1cnn2ccccc12,14
COc1ccc(S(=O)(=O)N(C)C[C@@H]2Oc3ccc(NS(=O)(=O)c4cccs4)cc3C(=O)N([C@@H](C)CO)C[C@H]2C)cc1,-8
CC(=O)N[C@H]1[C@H](Oc2nc3cc(C)ccc3o2)O[C@H](CO)[C@@H](O)[C@@H]1O,-19
COc1ccc(NC(=O)N(C)C[C@H]2Oc3ccc(NC(=O)C4CC4)cc3C(=O)N([C@@H](C)CO)C[C@@H]2C)cc1,-3
O=C(COc1ccccc1)Nc1ccc2oc(-c3ccc(Cl)cc3Cl)nc2c1,-2
COc1ccc(NC(=O)Nc2cccc3c2O[C@H](CN(C)S(=O)(=O)c2ccccc2)[C@@H](C)CN([C@@H](C)CO)C3=O)cc1,2
CCS(=O)(=O)CCSc1nc(C)cc(C)n1,6
COc1ccc(CN(C)C[C@H]2Oc3ccc(NS(=O)(=O)c4ccccc4)cc3CC(=O)N([C@H](C)CO)C[C@H]2C)cc1,16
O=C(CSc1nnnn1-c1ccccc1)c1ccccc1,-1
COc1ccc(NC(=O)Nc2ccc3c(c2)CC(=O)N([C@@H](C)CO)C[C@@H](C)[C@@H](CN(C)C(=O)NC(C)C)O3)cc1,-5
CC(C)NC(=O)N(C)C[C@H]1Oc2ccc(NC(=O)CCCN(C)C)cc2CC(=O)N([C@@H](C)CO)C[C@@H]1C,-14
C[C@@H]1CCCCO[C@@H](CN(C)S(C)(=O)=O)[C@@H](C)CN([C@H](C)CO)C(=O)c2cc(NC(=O)C3CCCCC3)ccc2O1,5
O=C(/C=C/c1ccc(Cl)cc1Cl)NCC1CCCO1 (stereo unspecified),-8
C[C@H]1CN([C@@H](C)CO)C(=O)c2cccc(NC(=O)NC3CCCCC3)c2O[C@H]1CN(C)Cc1ccc(C(F)(F)F)cc1,12
C[C@@H]1CCCCO[C@H](CN(C)Cc2ccc3c(c2)OCO3)[C@@H](C)CN([C@H](C)CO)C(=O)c2cc(NC(=O)Nc3ccc(C(F)(F)F)cc3)ccc2O1,20
C=CCn1c(=S)[nH]c2ccccc2c1=O,-4
C[C@H](CO)N1C[C@H](C)[C@H](CN(C)C(=O)NC2CCCCC2)Oc2ccc(NS(=O)(=O)c3cccs3)cc2CC1=O,0
NNC(=O)Cc1cc(Br)sc1Br,-2
Cc1ccc(S(=O)(=O)Nc2ccc3c(c2)C(=O)N([C@H](C)CO)C[C@H](C)[C@H](CN(C)Cc2ccc(-c4ccccc4)cc2)O3)cc1,13
Cc1noc(C)c1NC(=O)Nc1ccc2c(c1)CC(=O)N([C@H](C)CO)C[C@H](C)[C@H](CN(C)Cc1ccc(C(F)(F)F)cc1)O2,19
C[C@@H]1CN([C@@H](C)CO)C(=O)c2cc(NC(=O)Nc3ccc(F)cc3)ccc2O[C@@H]1CN(C)S(=O)(=O)c1ccc(F)cc1,28
C[C@@H]1CN([C@H](C)CO)C(=O)c2cc(NS(=O)(=O)c3ccc(Cl)cc3)ccc2O[C@@H]1CN(C)C(=O)NC1CCCCC1,-17
O=C(Nc1ccccc1)C1CCN(S(=O)(=O)c2ccccc2)CC1,-13
O=c1c(-c2ccc(O)cc2)coc2cc(O)cc(O)c12,16
CCN1C(=O)C(=Cc2c(O)n(CC)c(=O)n(CC)c2=O)C(=O)N(CC)C1=O,21
Cc1noc(C)c1NC(=O)Nc1cccc2c1O[C@@H](CN(C)S(C)(=O)=O)[C@@H](C)CN([C@@H](C)CO)C2=O,58
COc1cc(CO)cc(I)c1OCc1cccc([N+](=O)[O-])c1,-7
COc1ccc(S(=O)(=O)N(C)CC(=O)Nc2cc(Cl)ccc2OC)cc1C,0
Cc1ccc(S[C@]2(C(=O)NC(C)C)CC(=O)N(C3CCCCC3)[C@@H]2c2ccc(CO)cc2I)cc1,201*
COc1ccc(S(=O)(=O)N(C)C[C@@H]2Oc3c(NC(=O)NC(C)C)cccc3C(=O)N([C@@H](C)CO)C[C@H]2C)cc1,3
C[C@@H]1CN([C@H](C)CO)C(=O)c2cc(NS(=O)(=O)c3ccc(F)cc3)ccc2O[C@H]1CN(C)Cc1ccc(Oc2ccccc2)cc1,45
C[C@@H]1CN([C@@H](C)CO)C(=O)c2cccc(NC(=O)Nc3ccccc3)c2O[C@H]1CN(C)C(=O)Nc1ccc(C(F)(F)F)cc1,-5
CCn1c(SCC(=O)N2CCc3ccccc32)nnc1-c1ccco1,10
COc1ccc(S(=O)(=O)N(C)C[C@H]2Oc3c(NC(=O)c4ccc(-c5nccs5)cc4)cccc3C(=O)N([C@H](C)CO)C[C@@H]2C)cc1,0
C[C@H]1CN([C@@H](C)CO)C(=O)CCCn2nncc2CO[C@@H]1CN(C)C(=O)Nc1ccc(-c2cccs2)cc1,2

# Compound activity as filed in PubChem BioAssay.

# An excerpt. The share of hits here may be higher or lower than overall.
